From PubChem
PAFAH1B2 FP inh: inhibitors of human PAFAH1B2. hit rate 1.2% among 340,000. AID 492953. P68402. recombinant PAFAH1B2, FP-rhodamine activity probe, fluorescence polarization. inhibition, % at 3.39 µM;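 active = inhibition above the mean of all tested compounds plus 3 SD, cut at about 24% in these data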;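 note: 0% = enzyme with DMSO and 100% = wells lacking PAFAH1B2; many of its hits are not listed in these tables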
Target sequence (P68402 whole entry, looked up): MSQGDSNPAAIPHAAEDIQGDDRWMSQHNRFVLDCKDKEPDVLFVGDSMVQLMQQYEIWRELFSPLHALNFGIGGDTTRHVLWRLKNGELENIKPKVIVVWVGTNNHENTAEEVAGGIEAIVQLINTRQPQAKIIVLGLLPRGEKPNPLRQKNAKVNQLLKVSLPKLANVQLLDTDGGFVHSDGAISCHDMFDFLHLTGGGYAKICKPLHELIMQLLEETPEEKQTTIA
PREPL inhibitor: inhibitors of human prolyl oligopeptidase-like enzyme PREPL; Q4J6C6; recombinant PREPL, fluorescence polarization activity-based probe; inhibition, % at 5.96 µM; hit rate 0.68% among 320,000; in the data active = inhibition above about 43%;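 note: 0% = enzyme with DMSO and 100% = wells lacking enzyme; many of its hits are not listed in these tables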
GSTO1 counter: counter-screen for RBBP9 inhibitors: inhibitors of human GSTO1; P78417; recombinant GSTO1, activity-based probe fluorescence polarization; inhibition, % at 5.96 µM; hit rate 1.1% among 300,000; AID 1974;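 active = inhibition above the campaign mean inhibition plus 3 SD, cut at about 35% in these data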;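 note: 0% = GSTO1-1 with DMSO and 100% = wells lacking GSTO1-1 enzyme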
Target sequence (P78417 whole entry, looked up): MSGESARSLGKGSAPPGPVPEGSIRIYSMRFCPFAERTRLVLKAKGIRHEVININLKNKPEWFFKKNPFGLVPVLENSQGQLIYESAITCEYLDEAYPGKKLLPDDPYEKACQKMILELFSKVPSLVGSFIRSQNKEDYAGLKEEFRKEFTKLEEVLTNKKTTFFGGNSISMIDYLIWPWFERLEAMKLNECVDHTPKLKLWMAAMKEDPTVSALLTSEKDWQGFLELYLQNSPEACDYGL
LYPLA1 counter: counter-screen for PME1 inhibitors: inhibitors of human LYPLA1; AID 2174; O75608; recombinant LYPLA1, FP-Rh probe fluorescence polarization; hit rate 0.16% among 320,000; inhibition, % at 5.9 µM;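 active = inhibition above the mean of all tested compounds plus 3 SD, set per campaign, cut at about 14% in these data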;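 note: inhibitors block serine hydrolase probe labeling of LYPLA1 so polarization falls; 0% = enzyme with DMSO and 100% = wells lacking LYPLA1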
PAFAH1B3 FP inh: blocks human PAF acetylhydrolase 1B catalytic subunit 3 | Q15102 | recombinant PAFAH1B3, FP-rhodamine probe, fluorescence polarization | AID 492972 | hit rate 0.28% among 340,000 | inhibition, % at 3.39 µM;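 active = inhibition above the screen-wide average of all tested compounds plus 3 SD, cut at about 25% in these data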;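 note: 0% = enzyme with DMSO only and 100% = wells lacking PAFAH1B3 protein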
PAFAH2 inh: inhibitors of human PAFAH2; Q99487; recombinant PAFAH2, FP-rhodamine activity probe, fluorescence polarization; inhibition, % at 3.39 µM; hit rate 0.99% among 340,000;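 active = inhibition above the mean over all tested compounds plus 3 SD, cut at about 30% in these data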;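 note: inhibitors block probe labeling of enzyme so polarization drops; 0% = enzyme with DMSO and 100% = wells lacking PAFAH2 protein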
LYPLA2 inh: blocks human lysophospholipase 2, a PME1 counter-screen. O95372. recombinant LYPLA2, FP-Rh probe fluorescence polarization. inhibition, % at 5.9 µM. hit rate 0.38% among 320,000;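 active = inhibition above the screen-wide mean plus 3 SD, limit set per campaign, cut at about 26% in these data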;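 note: 0% = LYPLA2 with DMSO and 100% = wells lacking LYPLA2 enzyme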
PAD4 inh: blocks human protein arginine deiminase 4. hit rate 0.41% among 330,000. AID 485272. Q9UM07. inhibition, % at 6.36 µM. recombinant PAD4, RCA probe fluorescence polarization;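 active = percent inhibition above a cutoff equal to the mean of all tested compounds plus 3 SD, cut at about 15% in these data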;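 note: 0% = PAD4 with RCA probe and DMSO and 100% = probe without PAD4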
pPAFAH inh: pPAFAH (human) enzyme inhibition | Q13093 | recombinant pPAFAH, FP-rhodamine probe fluorescence polarization | inhibition, % at 3.39 µM | hit rate 1.5% among 330,000 | AID 463082;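 active = inhibition above the mean inhibition across the screen plus 3 SD, cut at about 25% in these data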;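 note: inhibitors block binding of the rhodamine activity-based probe so polarization drops; 0% = enzyme with DMSO and 100% = wells lacking pPAFAH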
Target sequence (Q13093 whole entry, looked up): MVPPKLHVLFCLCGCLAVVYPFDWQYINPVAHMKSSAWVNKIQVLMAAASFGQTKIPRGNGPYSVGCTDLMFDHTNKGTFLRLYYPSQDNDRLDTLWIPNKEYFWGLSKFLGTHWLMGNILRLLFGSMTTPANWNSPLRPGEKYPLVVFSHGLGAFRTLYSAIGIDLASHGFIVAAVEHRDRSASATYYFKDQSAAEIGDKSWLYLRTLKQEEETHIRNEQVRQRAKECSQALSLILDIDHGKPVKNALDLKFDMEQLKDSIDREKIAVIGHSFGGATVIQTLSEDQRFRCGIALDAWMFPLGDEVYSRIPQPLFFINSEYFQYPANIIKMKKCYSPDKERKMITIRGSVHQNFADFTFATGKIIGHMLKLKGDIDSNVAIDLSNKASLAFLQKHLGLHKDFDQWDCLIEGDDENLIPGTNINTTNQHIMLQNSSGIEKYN
The depositor's hits bear a star; / = not tested or not shown. Not all compounds are listed; rates above refer to the full screens.

Fields – PAFAH1B2 FP inh | PREPL inhibitor | GSTO1 counter | LYPLA1 counter | PAFAH1B3 FP inh | PAFAH2 inh | LYPLA2 inh | PAD4 inh | pPAFAH inh
> CCCC(=O)c1cc(F)c(N2CCN(S(=O)(=O)c3ccccc3)CC2)cc1C
    1 | 3 | 4 | 3 | -10 | -2 | 7 | 3 | -2
> N#Cc1ccc(OCC(O)CN2CCN(CC(O)COc3ccc(C#N)cc3)CC2)cc1 (centres undefined)
    2 | 7 | -4 | -1 | 3 | -3 | 13 | 0 | 0
> CCOC(=O)Cc1csc(NC(=O)c2cccs2)n1
    -2 | 15 | 8 | -4 | 1 | -13 | -1 | -2 | 3
> C[C@H]1CCC[C@]2(O[C@H](CCO)C[C@@H](O)[C@@H]2O)O1
    -2 | 15 | 0 | 0 | -4 | -3 | 1 | -2 | 2
> Cc1cc([N+](=O)[O-])nn1CC(=O)Nc1cnc2ccccc2c1
    9 | 7 | 6 | -4 | 4 | 3 | 13 | -3 | 6
> CCCCc1c(O)nc(SCC(=O)N2CCOCC2)[nH]c1=O
    4 | 1 | 3 | -1 | 8 | 4 | -3 | 5 | 4
> CCOCCCNC(=O)/C(C#N)=C/c1ccc(C(=O)OC)cc1
    0 | -5 | 10 | -3 | 3 | -1 | -2 | -2 | 1
> O=C(O)c1ccc(CSCc2ccccc2Cl)o1
    30* | -1 | 7 | 1 | 13 | -1 | 6 | 0 | 4
> Cc1ccccc1NC(=O)Cn1c(=O)n(Cc2ccccc2)c(=O)c2c(C)c(C)sc21
    4 | 13 | -5 | -2 | 6 | -4 | -1 | 2 | -3
> Cc1cccc(NC(=O)N2CCC(C(=O)c3ccc(F)cc3)CC2)c1
    5 | 8 | 5 | 0 | -6 | 5 | -1 | 3 | -1
> CCOC(=O)CNC(=O)/C(=C\c1ccc(F)cc1)NC(=O)c1ccccc1
    2 | 6 | -2 | 0 | 8 | -1 | -4 | -6 | -2
> COc1ccc(/C=C2/C(=O)ON=C2c2ccccc2)cc1OC
    5 | 0 | 4 | -1 | 9 | -1 | 0 | -1 | 3
> CSCC[C@H](NC(=O)N1CCn2c1nc1ccccc12)C(=O)NCc1ccccc1
    4 | -4 | -9 | -24 | 4 | -4 | -38 | -4 | 5
> O=C(CSc1ncn[nH]1)OCN1C(=O)c2ccccc2C1=O
    -1 | 6 | 8 | 1 | -1 | -6 | -2 | -1 | -1
> Cc1cccc(NC(=O)CSCC(=O)NNC(=O)c2ccoc2C)c1
    3 | 13 | 5 | 2 | -1 | 2 | 2 | -2 | 3
> CCN1C[C@@H]2[C@@H]3C(=O)N(Cc4ccccc4)C(=O)[C@@H]3[C@](CC)(C(=O)OC)N2C1=NC1CCCCC1
    2 | / | / | / | 4 | 1 | / | 0 | 7
> CC(CCc1ccccc1)NC(=O)CN1CCN(c2ccccc2)CC1 (centres undefined)
    5 | -1 | 6 | 6 | -4 | 0 | 4 | -2 | 6
> CCOC(=O)C1CCN(C(=O)CN2C(=O)NC(C)(c3ccc4cc(OC)ccc4c3)C2=O)CC1 (centres undefined)
    1 | 20 | / | / | 3 | -6 | / | 1 | 4
> Cc1cc(C)c(C(=O)Cn2cnc3cc([N+](=O)[O-])ccc3c2=O)cc1C
    3 | 29 | -15 | -8 | -1 | 5 | -1 | -6 | -2
> O=C(NCc1ccco1)c1cc(C(=O)C2CC2)c[nH]1
    2 | 12 | 1 | 2 | 2 | 2 | 2 | 3 | 3

Reprinted from the part before: 3 entries, then new ones.
Fields – PAFAH1B2 FP inh | PREPL inhibitor | GSTO1 counter | LYPLA1 counter | PAFAH1B3 FP inh | PAFAH2 inh | LYPLA2 inh | PAD4 inh | pPAFAH inh
> CCOC(=O)C1CCN(C(=O)CN2C(=O)NC(C)(c3ccc4cc(OC)ccc4c3)C2=O)CC1 (centres undefined)
    1 | 20 | / | / | 3 | -6 | / | 1 | 4
> Cc1cc(C)c(C(=O)Cn2cnc3cc([N+](=O)[O-])ccc3c2=O)cc1C
    3 | 29 | -15 | -8 | -1 | 5 | -1 | -6 | -2
> O=C(NCc1ccco1)c1cc(C(=O)C2CC2)c[nH]1
    2 | 12 | 1 | 2 | 2 | 2 | 2 | 3 | 3
> O=C(Cc1c(O)c2ccccc2oc1=O)c1ccc(C(F)(F)F)cc1
    -2 | 9 | 7 | 4 | 6 | 8 | 15 | 4 | 2
> O=C(CN1CCN(c2ccccn2)CC1)Nc1ccc(F)cc1
    4 | 4 | -1 | 5 | 6 | 1 | 3 | -5 | 7
> COC(=O)C(Cc1ccccc1)NS(=O)(=O)c1ccccc1Br (centres undefined)
    8 | -12 | 6 | -2 | 11 | 2 | -3 | 3 | 0
> CCn1c(Cc2ccccc2)nnc1SCC(=O)NC1CCCC1
    4 | 1 | 4 | 3 | -1 | 0 | -2 | 0 | -2
> Cc1cc(NS(=O)(=O)c2ccccc2)cc(Cl)c1O
    0 | 8 | 10 | -2 | -1 | -1 | 2 | 2 | 8
> CC(=O)Nc1ccc(SC[C@H](Cc2ccccc2)N2CC[C@@H](C(C)(C)C)CCC2=O)cc1
    12 | 6 | / | -5 | 1 | 0 | -6 | 6 | 0
> COc1cccc(CC2(CO)CCN(C(=O)NCCc3ccccc3)CC2)c1
    0 | 32 | 1 | 1 | 0 | 1 | 5 | 1 | 1
> COc1ccc(Nc2cc(C(=O)NC3CCCC3)c3ccccc3n2)c(OC)c1
    -1 | 10 | -3 | -5 | 12 | 0 | -5 | 1 | 8
> Cc1c(NC(=O)c2cc3ccccc3c(=O)s2)c(=O)n(-c2ccccc2)n1C
    -2 | -6 | -4 | 2 | -6 | 12 | 5 | -1 | 0
> CC1=C(C(=O)Nc2ccccc2C(F)(F)F)C(c2ccc(C)s2)NC(=S)N1 (centres undefined)
    4 | -5 | -8 | -3 | 6 | -18 | -1 | -1 | 0
> Cc1c2cn[nH]c(=O)c2c(C)n1-c1ccccc1
    4 | 1 | 2 | 1 | 8 | -4 | -2 | 3 | 1
> C=C(C)CSc1cc(C)nc2c(-c3ccccc3)c(C)nn12
    5 | 14 | 30 | -2 | -1 | 8 | -3 | 5 | -3
> COc1ccc2cc(CN(CCCN3CCOCC3)Cc3nnnn3C3CCCCC3)c(=O)[nH]c2c1
    -2 | 32 | -7 | 0 | 1 | 1 | 1 | 3 | 5
> CCOC(=O)C1=C2SCC(=O)N2C(N)=C(C#N)C1
    4 | -3 | 13 | -3 | 4 | -2 | 1 | -3 | -1
> Cn1c(SCC(=O)Nc2nc3ccccc3s2)nnc1-c1ccccc1
    -2 | 5 | 4 | -2 | -3 | -9 | -4 | 0 | -3
> O=C(NCC(=O)N(CCc1ccccc1)C(C(=O)NC1CCCC1)c1cccnc1)c1ccco1 (centres undefined)
    5 | -9 | 1 | -4 | -6 | 2 | -8 | 1 | 8
> COc1ccc(S(=O)(=O)NNC(=O)Cc2csc(C)n2)cc1[N+](=O)[O-]
    1 | 13 | 2 | 1 | -1 | 6 | 4 | 2 | 1
> N=c1oc2cc(O)ccc2cc1C(=O)Nc1ccc(Br)cc1
    4 | 8 | 15 | 6 | 18 | 22 | -3 | -7 | 8
> O=C(NNC(=S)NC1CC2CCC1C2)c1ccc(Cl)cc1 (centres undefined)
    8 | -9 | -1 | -1 | 1 | 11 | -6 | 4 | 11
> CC(C)CCNC(=O)CC1C(=O)N(Cc2ccccc2)C(C)c2nc3ccccc3n21 (centres undefined)
    2 | 0 | 5 | 3 | -1 | 2 | 7 | -2 | 5
> CC(C)n1cnc2c(Nc3cccc(Cl)c3)nc(NCCCO)nc21
    3 | 5 | 4 | 0 | 9 | 1 | -5 | -3 | 15
> COc1cccc(-c2cccc(NC(=O)C3CCN(Cc4nccs4)CC3)c2)c1
    -1 | 0 | 2 | -2 | 2 | 1 | -2 | 0 | 3
> O=C(CN1CCSCC1)N/N=C/c1ccc(F)cc1
    -7 | 6 | -2 | -2 | 0 | -4 | 5 | -1 | 1
> O=C(C1COc2ccccc2O1)N1CCN(c2ccccc2F)CC1 (centres undefined)
    -1 | -5 | 1 | 1 | -1 | -1 | 2 | -1 | -1
> CCOc1ccc(-c2c(C(=O)N/N=C/c3ccoc3)nnn2-c2nonc2N)cc1
    -8 | 20 | -2 | -5 | 1 | -1 | -4 | 3 | 2
> CN(C)c1ccc(C(=O)NNC(=O)C23CC4CC(CC(C4)C2)C3)cc1
    14 | 2 | / | / | 0 | -1 | / | 0 | 6
> CC(=O)c1ccc(N2CCN(C(=O)c3cc(-c4ccc5c(c4)OCO5)nc4ccccc34)CC2)cc1
    0 | -2 | -2 | -8 | -2 | 5 | 0 | 0 | 6
> CCCSc1nc(=O)n2cccc(C)c2n1
    1 | 8 | 5 | -3 | 8 | -2 | -4 | -1 | 2
> COc1ccc([C@H]2C=C3CN(C(=O)OC(C)(C)C)S(=O)(=O)[C@H]3C[C@H]2OC(=O)c2cccs2)cc1
    / | -7 | 2 | 2 | / | / | -1 | -1 | 6
> O=C(CN1CCc2cc3c(cc2C1)OCCCO3)Nc1ccc(F)cc1
    6 | 0 | 0 | 1 | 6 | -25 | 2 | -5 | 8
> CC/C=C/C(=O)N1CC2(CC(c3cccc(NC(=O)CC)c3)=NO2)C[C@H]1C(N)=O (some centres undefined)
    -4 | 4 | 3 | -6 | 10 | 2 | -2 | -2 | -3
> COC(=O)c1ccccc1NC(=O)CN(c1ccc(OC)cc1)S(C)(=O)=O
    7 | 11 | 2 | -2 | 3 | 0 | 0 | -2 | 2
> Cc1ccc(-c2nc(CS(=O)(=O)CC(=O)N3CCCCCC3)c(C)o2)cc1
    0 | 18 | 6 | -4 | -8 | 1 | 3 | -2 | 3
> CC1(C)CC(=O)C=C(NNC(=O)c2ccccc2O)C1
    2 | 2 | 13 | 1 | 8 | 6 | 3 | 6 | 0
> CCN1C/C(=C/c2sccc2C)c2nc3ccccc3c(C(=O)O)c2C1
    6 | 14 | 6 | 2 | 4 | 4 | -1 | 1 | 2

Already shown: entries from further up.
Fields – PAFAH1B2 FP inh | PREPL inhibitor | GSTO1 counter | LYPLA1 counter | PAFAH1B3 FP inh | PAFAH2 inh | LYPLA2 inh | PAD4 inh | pPAFAH inh
> Cc1ccc(-c2nc(CS(=O)(=O)CC(=O)N3CCCCCC3)c(C)o2)cc1
    0 | 18 | 6 | -4 | -8 | 1 | 3 | -2 | 3
> CC1(C)CC(=O)C=C(NNC(=O)c2ccccc2O)C1
    2 | 2 | 13 | 1 | 8 | 6 | 3 | 6 | 0
> CCN1C/C(=C/c2sccc2C)c2nc3ccccc3c(C(=O)O)c2C1
    6 | 14 | 6 | 2 | 4 | 4 | -1 | 1 | 2
